# Compound activity: PubChem, National Center for Advancing Translational Sciences (NCATS)
# KB-V1 cytotox: qHTS assay for MDR1-selective chemotherapeutics: Primary screen using the drug-selected MDR subline cells KB-V1; 400,000 tested, 3.4% active; AID 1347076, 2019; KB-V1 MDR cells viability, CellTiter-Glo, 72 h; Potency, µM (highest dose often 46.1 µM), without a hit: at the top dose activity change, negative = cytotoxicity, most hits filed as cytotoxic; also: potency is read from the fitted curve at half-maximal effect; % is scaled to controls: 0 for no effect and ±100 for the full control effect; nearly all actives have a fitted effect of over 60% in size
#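 Following 72 h at 37 degrees C with compound, KB-V1 cell viability was read by CellTiter-Glo luminescence, medium being phenol-red-free DMEM plus 10% FBS; concentration-response parameters came from normalized, curve-fitted qHTS data.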
# GLP-1R agonist: qHTS of GLP-1 Receptor Agonists. 380,000 tested, 0.007% active. Potency, µM (series often up to 45.6 µM), for inactives: at the highest dose activation, hits mostly activators. AID 624172, 2012. HEK293 GLP-1R CRE-luciferase, luminescence, 4-6 h; cells express a hypersensitive GLP-1R form; also: potency is read from the fitted curve at half-maximal effect; % of control where 0% means no effect
# Target sequence (P43220 whole entry, looked up): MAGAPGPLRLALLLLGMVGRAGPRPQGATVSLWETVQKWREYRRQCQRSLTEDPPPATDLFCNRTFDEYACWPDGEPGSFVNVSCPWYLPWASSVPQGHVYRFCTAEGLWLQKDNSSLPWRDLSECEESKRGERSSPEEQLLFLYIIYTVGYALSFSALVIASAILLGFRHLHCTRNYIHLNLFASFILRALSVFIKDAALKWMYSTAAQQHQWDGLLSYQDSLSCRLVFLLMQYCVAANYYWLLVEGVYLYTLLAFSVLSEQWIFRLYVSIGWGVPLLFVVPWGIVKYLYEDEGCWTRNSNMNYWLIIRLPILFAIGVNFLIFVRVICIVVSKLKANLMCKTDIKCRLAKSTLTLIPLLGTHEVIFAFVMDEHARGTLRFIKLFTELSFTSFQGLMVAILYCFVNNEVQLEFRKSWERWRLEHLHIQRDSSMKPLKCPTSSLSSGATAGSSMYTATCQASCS
# DRD3 antagonist: qHTS of D3 Dopamine Receptor Antagonist: qHTS; D3R cells, DiscoveRx beta-arrestin luminescence, antagonist mode; stronger effect = lower value; max response, negative = inhibition, %; 360,000 tested, 2.5% active; in the data active = max response below about -50%; inconclusive = no clear call, values can overlap the other calls; also: % is scaled to controls: 0 for no effect and ±100 for the full control effect; mostly tested at two doses, the higher about 12 µM
# Target sequence (P35462 whole entry, looked up): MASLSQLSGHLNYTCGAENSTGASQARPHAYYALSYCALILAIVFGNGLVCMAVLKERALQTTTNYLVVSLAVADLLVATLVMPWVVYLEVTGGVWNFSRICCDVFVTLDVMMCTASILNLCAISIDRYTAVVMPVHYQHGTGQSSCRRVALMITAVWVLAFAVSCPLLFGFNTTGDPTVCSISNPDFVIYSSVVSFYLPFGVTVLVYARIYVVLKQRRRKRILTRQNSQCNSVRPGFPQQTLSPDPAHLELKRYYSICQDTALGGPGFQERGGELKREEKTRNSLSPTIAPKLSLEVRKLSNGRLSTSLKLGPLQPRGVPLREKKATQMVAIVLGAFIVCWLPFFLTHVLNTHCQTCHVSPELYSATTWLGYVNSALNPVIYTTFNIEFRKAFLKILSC
#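 Cells plated overnight at 1500 cells/well, then exposed to library compounds with dopamine controls for 90 minutes at 37 degrees C. DiscoveRx reagent added for 30–60 minutes at room temperature; luminescence read, quantitative HTS format.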
# HT1080 IDH1KD tx: qHTS for induction of synthetic lethality in tumor cells producing 2HG: qHTS for the HT-1080-IDH1KD cell line; HT-1080 IDH1 knockdown viability, ATP luminescence, 48 h; Potency, µM (top dose mostly 46.1 µM), inactives show top-dose activity, negative = toxicity, hits mostly cytotoxic; 360,000 tested, 2% active; AID 686971, 2013;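 also: potency is read from the fitted curve at half-maximal effect; 0% = DMSO wells and -100% = cell-free medium wells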
#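 In this qHTS, HT-1080 cells depleted of IDH1 are exposed for 48 h at 37 °C to compound titrations. Toxicity is scored from CellTiter-Glo luminescence, with DMSO as full viability and medium alone as none.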
# KB-3-1 tox: qHTS assay for MDR1-selective chemotherapeutics: Primary screen using the parental adenocarcinoma cell KB-3-1; Potency, µM (top dose mostly 46.1 µM), inactives show at the top dose activity change, negative = cytotoxic, actives largely listed as cytotoxic; KB-3-1 viability, CellTiter-Glo ATP luminescence, 72 h; 400,000 tested, 1.4% active; also: potency is read from the fitted curve at half-maximal effect; % is scaled to controls: 0 for no effect and ±100 for the full control effect; nearly all actives have a fitted effect of over 60% in size
#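 Here the drug-naive KB-3-1 line serves as comparator for MDR sub-line selectivity; cells received compound titrations, 72 h at 37 °C, then CellTiter-Glo readout.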
# HT1080NT lethal: qHTS for induction of synthetic lethality in tumor cells producing 2HG: qHTS for the HT-1080-NT fibrosarcoma cell line | HT-1080-NT fibrosarcoma viability, CellTiter-Glo ATP luminescence, 48 h | Potency, µM (doses to about 46.1 µM), inactives show at the top dose activity, negative = less viability, hits mostly cytotoxic | 360,000 tested, 1.6% active | AID 686970, 2013;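 also: NT is the 2HG producing partner of a matched IDH1 knockdown line; potency is read from the fitted curve at half-maximal effect; 0% = DMSO-treated cells and -100% = media-only wells without cells; nearly all actives have a fitted effect of over 55% in size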
#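 HT-1080-NT; 750 cells/well; 5% FBS RPMI; 48 h compound, 37 degrees C; CellTiter-Glo luminescence; curve fitting and curve-class assignment.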
# IL-1B inflam inh: qHTS for Inhibitors of Inflammasome Signaling: IL-1-beta AlphaLISA Primary Screen | THP-1 LPS/ATP IL-1B secretion, AlphaLISA, 16 h; stronger effect = lower value | activity change, % at 57.5 µM | 360,000 tested, 4.7% active; in the data active = activity change below about -50%; inconclusive = mostly about -30% to -49%; also: % is scaled to controls: 0 for no effect and ±100 for the full control effect
#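 THP-1 cells pretreated 1 hr with compounds (up to 57.5 uM final), then stimulated with LPS (250 ng/mL final) plus ATP (1.25 mM final); secreted IL-1B measured by AlphaLISA after 16 hr, decreased signal indicating inhibition.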
# SW480 rerep: A quantitative high throughput screen for small molecules that induce DNA re-replication in SW480 colon adenocarcinoma cells. SW480 DNA re-replication, Hoechst DNA content imaging, 48 h. Potency, µM (titrated, usually from 46.1 µM), for the others: at the top dose re-replication activation, hits mostly activators. 340,000 tested, 1.8% active; also: potency is read from the fitted curve at half-maximal effect; % of control where 0% means no effect; nearly all actives have a fitted effect of over 55% in size
#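 Readout is total intensity of Hoechst-stained nuclei, excited at 405 nm and collected at 500-530 nm. Compound treatment lasted 48 hr at 37 C in 5% CO2 before staining.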
# D3 ag: qHTS of D3 Dopamine Receptor Agonist: qHTS. D3R DiscoveRx beta-arrestin cells, luminescence, 90 min. max activation, %. D(3) dopamine receptor (Homo sapiens), P35462. 410,000 tested, 0.58% active. AID 652048, 2013; in the data active = max activation above about 30%; also: 0% is about no effect; mostly tested at two doses, the higher about 12 µM
#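 Cells at 1500/well, incubated overnight, then treated with pinned compounds (dopamine as control) for 90 min at 37 degrees C. DiscoveRx reagent added for 30 - 60 minutes at room temperature; luminescence read.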
# An asterisk follows results filed as active; ? = inconclusive; . = no result given; & = joins results of further samples; [ ] = another dose, or the depositor's remark. Unless noted, calls follow the shape of the dose curve; as a rule, active = well fitted curve in the direction sought with a large enough effect; inconclusive = small, poorly fitted or top-dose-only effect, or another doubt; inactive = no such curve, though single readings can be large; an effect the other way counts as inactive or inconclusive.
SMILES,KB-V1 cytotox,GLP-1R agonist,DRD3 antagonist,HT1080 IDH1KD tx,KB-3-1 tox,HT1080NT lethal,IL-1B inflam inh,SW480 rerep,D3 ag
c1ccc(COc2ccc(-c3cc4nc(NCCOc5ccccc5)ccn4n3)cc2)cc1,-0.2%,-4.4%,50.2,-21.2%,0.0%,-25.5%,50.9,.,7.0
CCC1([N+](=O)[O-])COC(c2ccc(C(C)C)cc2)OC1 (centres undefined),?,17.2%,-6.3,-7.8%,?,-5.7%,21.1,-14.6%,-5.0
Cc1cc(NC(=O)COc2ccc3oc4ccccc4c3c2)no1,5.8%,3.4%,-4.2,-7.8%,5.2%,-7.5%,22.9,4.7%,0.9
COc1ccc(S(=O)(=O)N(C)C)cc1NCC(=O)Nc1cccc(C#N)c1,2.8%,10.6%,10.8,1.0%,-2.5%,-1.9%,21.2,4.0%,0.4
Cc1noc(C)c1NC(=O)Nc1cccc2c1O[C@H](CN(C)C(=O)Nc1ccc3c(c1)OCO3)[C@@H](C)CN([C@H](C)CO)C2=O,0.0%,-0.5%,41.0,8.4%,0.0%,4.8%,-10.2,2.9%,11.0
Cc1ccc(C(=O)Nc2cccc(C(=O)NC3CCCC3)c2)cc1,?,7.9%,-7.2,-20.2%,-5.1%,-3.4%,-10.2,4.0%,-16.0
O=C(CCCC(=O)c1ccccc1)NCc1ccccc1,-12.0%,-0.1%,2.0,-9.3%,-3.4%,-5.0%,3.0,2.4%,-0.9
Cc1cc(CSc2ccc(Cl)cc2)ccc1N,21.0%,22.9%,0.1,-7.3%,4.2%,-15.3%,?,7.0%,13.5
COc1cc(C(c2c(C)[nH][nH]c2=O)c2c(C)[nH][nH]c2=O)cc(Br)c1OC,?,-0.2%,4.9,6.4%,6.4%,-2.7%,-19.9,-6.5%,12.8
O=C1c2ccccc2NC(c2ccc(O)cc2)N1Cc1ccco1 (centres undefined),2.9%&-26.9%,12.7%,-18.7,14.2%,35.1%&-0.1%,11.0%,-3.2,-1.2%,0.3
CCn1ncc(Br)c1C(=O)NC(C)c1ccccc1 (centres undefined),1.6%,6.0%,2.1,12.1%,23.7%,-1.4%,11.9,-18.5%,-0.2
O=C(O)c1cc([N+](=O)[O-])c(Nc2cccc3ccccc23)c([N+](=O)[O-])c1,3.8%,-0.4%,-25.0,-7.4%,-0.3%,-11.1%,59.3,5.6%,-9.9
CN(C(=O)CCc1nnc(CCCCc2ccccc2)o1)C1CC(C)(C)NC(C)(C)C1,-14.6%,-0.1%,-1.9,0.1%,15.6%,4.2%,-24.5,-4.1%,-5.9
Cc1c(Br)cccc1NC(=O)C1(C)CCN1CCc1ccccc1 (centres undefined),-14.9%,-2.8%,27.5,-10.8%,?,-2.6%,7.3,.,0.2
O=C1c2ccccc2[C@@H]2C[C@H](NC34CC5CC(CC(C5)C3)C4)[C@@H](O)CCN12,0.0%,1.2%,14.5,-0.4%,0.0%,3.0%,15.8,-16.2%,12.8
CSc1ccc(CCNC(=O)c2nn(C)c3c2CS(=O)(=O)c2ccccc2-3)cc1,-27.8%,6.5%,39.6,0.1%,-9.1%,-5.7%,-6.3,-11.7%,0.2
Cc1cc(=O)oc2c(C)c(OCC(=O)N3CC[C@@]4(O)CCCC[C@H]4C3)ccc12,-15.0%,3.6%,1.1,3.2%,0.0%,6.6%,-2.7,-6.9%,-12.2
O=C(C1CCCN(CCCc2ccccc2)C1)N1CCCCC1 (centres undefined),13.5%,-4.0%,-15.2,29.4%,?,21.5%,-3.3,0.1%,-10.1
Cc1ccccc1NC(=O)c1cc(N)ccc1N1CCCCC1,14.6µM*,3.8%,-9.8,-17.7%,-3.3%,-6.1%,34.9,-0.6%,-9.6
COc1ccccc1C(=O)Nc1cccc(NC(=O)c2ccccc2C)c1,-16.9%,14.5%,-12.4,-12.2%,15.6%,7.7%,-70.0*,4.0%,-4.2
COc1ccc2c(C(=O)c3ccc(C)cc3)n(CCCC(N)=O)[n+]([O-])c2c1,-11.1%,3.0%,24.3,-11.0%,8.4%,-2.6%,-2.8,-1.6%,-6.1
COc1ccc(NS(=O)(=O)c2ccc(NC(=S)NC(=O)c3cccnc3)cc2)nn1,5.3%,1.6%,-15.7,27.8%,3.6%,2.0%,5.4,1.8%,-4.6
CCN(C(=O)COC(=O)c1ccc(C)c(S(=O)(=O)N2CCOCC2)c1)C1CCS(=O)(=O)C1 (centres undefined),?,-2.2%,-3.8,-2.3%,0.6%,-0.2%,3.5,1.2%,-6.4
CCCOc1ccc(N2C(=O)CC(NCCNc3ccc([N+](=O)[O-])cn3)C2=O)cc1 (centres undefined),20.4%,5.2%,-13.4,-6.9%,12.6%,-0.9%,20.8,-5.5%,-3.1
CSC1=NCCN1C(=O)c1c(-c2c(F)cccc2Cl)noc1C,12.9%,-0.5%,0.9,18.3%,13.1%,14.9%,39.3,-120.0%[inhibitor],22.2
COc1cc(NC(=O)CCc2c(C)noc2C)c(Cl)cc1C(=O)O,0.0%,3.8%,12.9,8.9%,-4.8%,14.1%,11.7,-1.1%,11.2
CCN(CC)S(=O)(=O)c1cccc(C(=O)N[C@H](C(=O)Nc2nc3ccccc3s2)C(C)C)c1,-13.2%,9.6%,-23.7,-23.8%,-11.1%,-25.9%,-21.6,-1.2%,-23.6
Cc1ccnc(NS(=O)(=O)c2ccc(NC(=O)c3c(-c4ccccc4Cl)noc3C)cc2)n1,13.1%,-4.5%,-12.8,0.2%,0.8%,0.3%,13.2,-12.6%,-11.5
Cc1c(C(=O)NCc2ccc3c(c2)OCCO3)sc(=O)n1Cc1ccccc1C#N,?,7.3%,36.9,15.5%,-29.9%,2.9%,-15.0,.,2.3
CCCC(=O)Nc1nc2ccc(OC)cc2s1,3.7%,-0.1%,30.4,-0.4%,0.3%,2.6%,10.8,-3.3%,5.5
Cc1ccc(/C=N/NC(=O)C(C)Oc2cccc3ccccc23)o1 (centres undefined),25.4%,-3.3%,3.9,-4.2%,5.7%,-2.4%,29.9,5.7%,4.2
O=c1n(-c2ccccc2)c(=O)n2n1CCC2,2.3%,-0.2%,16.5,11.5%,1.9%,17.5%,15.3,-1.8%,1.1
Cn1c(C2=C(O)CN(Cc3ccccc3)C2=N)nc2ccccc21,-7.8%,11.5%,1.8,3.7%,7.5%,-11.2%,0.6,-1.3%,1.3
CN(C)C(=O)CCc1ccc2c3c([nH]c2c1)[C@]1(C)[C@@H](C(=O)N2CCCCC2)C[C@H](CC(=O)NCCN2CCOCC2)C(=O)N1CC3,-9.1%,3.4%,10.3,13.2%,-4.6%,-4.5%,23.6,-5.9%,-30.7
COc1cccc(NC(=S)Nc2ccc(Br)cc2Cl)c1,21.7%,20.4%,4.2,-8.3%,-4.9%,-9.8%,?,-0.8%,1.2
Cc1ccc(NC(=O)Nc2nnc(-c3ccccc3)o2)cc1,-11.2%,5.8%,0.4,18.8%,-5.8%,17.7%,0.0,-6.2%,0.2
O=C(C1CCN(S(=O)(=O)c2cc(Cl)ccc2Cl)CC1)N1CCCC1,-6.4%,5.7%,3.0,-2.8%,3.5%,-7.0%,-16.0,-3.4%,-4.8
CCOc1ccc(NC(=O)CN2CCN(CC(=O)c3ccc(OCC)cc3)CC2)cc1,-2.6%,-2.8%,7.7,3.1%,-0.2%,-0.5%,0.0,0.8%,3.0
Fc1cccc(NC(=S)N2CCc3ccccc32)c1,2.8%,1.6%,-7.6,-6.0%,-9.1%,-1.6%,-7.1,-5.2%,-1.5
O=C(Cn1[nH]c(=O)c2ccccc2c1=O)Nc1ccc(-c2nnc3n2CCCCC3)cc1,7.6%,-7.3%,13.2,-19.1%,15.6%,-22.5%,-17.2,-5.7%,-2.7
O=S(=O)(c1cccc(NC(=S)NCc2ccco2)c1)N1CCOCC1,-6.8%,-0.5%,6.9,-2.6%,14.2%,-5.5%,8.1,-1.1%,4.8
COC(=O)c1c(NC(=O)CCc2ccc(C)o2)sc(C)c1C,?,0.7%,-14.3,-9.3%,8.7%,-8.6%,19.4,-4.3%,5.7
CC(C)(CN1CCOCC1)NS(=O)(=O)c1ccccc1,2.2%,4.3%,12.3,8.1%,3.1%,4.6%,5.0,9.4%,5.0
O=C(Nc1ccc(F)c(Cl)c1)C1Cc2c(-c3cccc(F)c3)ccnc2O1 (centres undefined),?,4.0%,5.1,?,-7.3%,?,?,.,2.1
Cc1c(C)c2c(OCC(=O)NCC(O)c3ccccc3)cc3c(c2oc1=O)CCC(C)(C)O3 (centres undefined),0.0%,-3.1%,7.0,3.4%,0.0%,12.5%,-2.7,?,-21.6
CCCn1c(CCNc2nc(-c3ccc(Cl)c([N+](=O)[O-])c3)cs2)nc2cc(Cl)c(Cl)cc21,5.3%,-0.3%,-1.8,-12.3%,0.0%,4.0%,34.2,-12.1%,-7.4

# Sorted by number of heavy atoms (ascending): some entries from above
SMILES,KB-V1 cytotox,GLP-1R agonist,DRD3 antagonist,HT1080 IDH1KD tx,KB-3-1 tox,HT1080NT lethal,IL-1B inflam inh,SW480 rerep,D3 ag
CC(C)(CN1CCOCC1)NS(=O)(=O)c1ccccc1,2.2%,4.3%,12.3,8.1%,3.1%,4.6%,5.0,9.4%,5.0
Cc1ccc(NC(=O)Nc2nnc(-c3ccccc3)o2)cc1,-11.2%,5.8%,0.4,18.8%,-5.8%,17.7%,0.0,-6.2%,0.2
CN(C)C(=O)CCc1ccc2c3c([nH]c2c1)[C@]1(C)[C@@H](C(=O)N2CCCCC2)C[C@H](CC(=O)NCCN2CCOCC2)C(=O)N1CC3,-9.1%,3.4%,10.3,13.2%,-4.6%,-4.5%,23.6,-5.9%,-30.7

# Rows were taken by chance; overall some 12% were active at least once.
